From PubChem BioAssay
Shn3 inh set2: reduces Shn3 3'UTR luciferase signal in osteoblasts; Clone20 osteoblast Shn3 3'UTR firefly luciferase, 24 h; inhibition, % at 12.5 µM; actives 0.52% (n = 360,000);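 active = mean inhibition of at least 75% with every replicate also reaching 75%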;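 also: 0% = median of neutral control wells and 100% = pilot-screen positive control compound; some compounds past the cut are filed as inactive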
m5-HT2A agonist: activates the mouse 5-HT2A serotonin receptor | actives 0.66% (n = 360,000) | AID 624169 | activation, % at 7.6 µM | P35363 | CHO-K1 mHTR2A beta-arrestin complementation, luminescence; percent of 30 µM serotonin response;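 active = activation above a run cutoff, the mean activation of all tested compounds plus 3 SD, cut at about 14% in these data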;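 also: 0% = plate median of compound wells and 100% = 30 µM serotonin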
Target sequence (P35363 whole entry, looked up): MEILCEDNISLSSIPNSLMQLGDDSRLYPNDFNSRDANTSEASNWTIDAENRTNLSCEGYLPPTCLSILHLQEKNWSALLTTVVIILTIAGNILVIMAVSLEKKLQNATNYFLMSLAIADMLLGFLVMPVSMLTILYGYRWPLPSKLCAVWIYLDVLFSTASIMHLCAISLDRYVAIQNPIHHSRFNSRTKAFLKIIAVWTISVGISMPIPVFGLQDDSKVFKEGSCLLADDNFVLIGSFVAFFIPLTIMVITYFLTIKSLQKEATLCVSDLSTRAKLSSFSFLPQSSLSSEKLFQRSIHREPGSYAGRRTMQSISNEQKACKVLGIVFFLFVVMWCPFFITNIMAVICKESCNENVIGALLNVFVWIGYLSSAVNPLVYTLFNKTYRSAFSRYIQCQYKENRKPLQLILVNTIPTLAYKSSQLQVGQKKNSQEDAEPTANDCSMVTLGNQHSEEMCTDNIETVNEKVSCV
Peg3 promoter: reduces Peg3 promoter-driven luciferase expression in HeLa. actives 1.7% (n = 360,000). AID 588405. inhibition, % at 20 µM. HeLa PEG-Prom luciferase reporter, luminescence, overnight;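 active = inhibition of at least 50% at 20 µM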
CaV13 ICDI inh: Disruptors of the CACNA1D IQ motif to Ca2+-dependent inactivation inhibitor domain association, primary screening, Förster resonance energy transfer in intact living …. AID 743397. inhibition, % at 12.3 µM. actives 0.098% (n = 340,000). HEK cells, CFP/YFP FRET ICDI-IQ, plate reader, 10 min; percent FRET-ratio fall versus neutral wells;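 active = mean replicate inhibition of at least 30% and at least 1% of replicates passing that level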;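 also: 0% = median of the neutral control wells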
iPSC survival up: hiPSC single-cell survival enhancement; actives 0.044% (n = 360,000); ATPlite luminescence; 100% = ROCK inhibitor wells, 0% = DMSO; AID 602274; survival enhancement, % at 20 µM; in the data active = survival enhancement above about 18%;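 also: cells exposed to compounds for 16 hours before the ATP read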
NR2E3 ag-1: agonists of human nuclear receptor NR2E3; Q9Y5X4; GST-NR2E3/biotin-RetCOR TR-FRET, 1536-well; inhibition of corepressor binding, % at 4.78 µM; actives 0.12% (n = 320,000); AID 2300;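 active = percent inhibition above the cutoff of mean plus 3 SD of all tested compounds, set per screening campaign, cut at about 20% in these data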;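 also: 0% = DMSO wells and 100% = biotin wells as full block of FRET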
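System: GST-tagged NR2E3 plus biotinylated RetCOR corepressor; Buffer or medium: pH 7.5 Tris-based buffer; Probe or stimulus: RetCOR corepressor, biotinylated, 7 nM; Doses: compound at 4.8 µM, single dose; Schedule: 5 h incubation at 4 °C; Technique: time-resolved FRET; Evaluation: percent inhibition of TR-FRET ratio; Replication: one well per compound, singlicate testing.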
HIF-2a block: blocks HIF-2a reporter activity; 786-0 RCC cells HIF-2a reporter, luciferase luminescence, overnight; inhibition, % at 18.8 µM; actives 0.72% (n = 360,000); AID 624352;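 active = inhibition of the luminescence signal of 40% or more relative to plate controls, in a single-dose primary screen at 18.75 µM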
NR2E3 ag-2: agonists of human NR2E3 nuclear receptor. Q9Y5X4. CHO-S Gal4-NCOR/VP16-NR2E3 two-hybrid, luciferase. inhibition of corepressor binding, % at 3.98 µM. actives 0.35% (n = 360,000). AID 602229;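 active = inhibition above the mean of all tested compounds plus 3 SD, cut at about 70% in these data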;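 also: 0% = DMSO with NR2E3 transfected cells and 100% = cells lacking NR2E3 construct; higher means lower luciferase signal from less NR2E3 corepressor binding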
MITF TRPM1 inh: MITF TRPM1 promoter inhibition in SK-MEL-5 cells; AID 488899; inhibition, % at 12.5 µM; actives 0.83% (n = 330,000); SK-MEL-5 TRPM1 promoter luciferase, 24 h;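 active = mean inhibition across replicates of 60% or more, whatever share of single replicates reaches that level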; also: values of inactives mirror those of a sister screen read the other way
PDI turbidity: blocks human protein disulfide isomerase activity; P07237; PDI insulin aggregation turbidity, A650, 90 min; inhibition, % at 10 µM; actives 0.052% (n = 350,000); AID 588391;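 active = mean inhibition across replicates of 30% or more, whatever share of single replicates reach that level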;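 also: absorbance from insulin aggregation driven by PDI reduction with DTT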
Target sequence (P07237 whole entry, looked up): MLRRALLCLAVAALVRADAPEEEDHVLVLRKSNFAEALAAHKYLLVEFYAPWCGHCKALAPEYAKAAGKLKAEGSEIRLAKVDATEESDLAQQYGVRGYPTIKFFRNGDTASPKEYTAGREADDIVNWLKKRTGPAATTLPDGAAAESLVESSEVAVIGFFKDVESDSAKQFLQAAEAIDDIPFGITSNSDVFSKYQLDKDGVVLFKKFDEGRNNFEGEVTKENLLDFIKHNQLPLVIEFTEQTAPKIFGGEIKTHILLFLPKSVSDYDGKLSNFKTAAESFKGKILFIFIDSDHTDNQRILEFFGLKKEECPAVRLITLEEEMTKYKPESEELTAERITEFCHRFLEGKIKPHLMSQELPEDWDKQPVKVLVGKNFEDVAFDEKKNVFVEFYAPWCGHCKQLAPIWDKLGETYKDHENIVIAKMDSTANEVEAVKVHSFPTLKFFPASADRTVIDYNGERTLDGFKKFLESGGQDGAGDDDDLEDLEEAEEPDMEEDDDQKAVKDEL
Cardio protect: modulators protecting cardiomyocytes from myocardial damage; H9c2 cardiomyocytes, H2O2 injury protection, ATPLite, 2 h; protection from H2O2 cell death, % at 20 µM; actives 0.63% (n = 360,000); AID 588492;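 active = compounds giving at least 50% protection of heart cells from peroxide-induced death in the single-dose screen, raw or plate-pattern-corrected value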;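 also: 0% = DMSO wells with peroxide and 100% = DMSO wells without peroxide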
Starred values were filed as active, the others as inactive; / = not tested or not shown.

SMILES	Shn3 inh set2	m5-HT2A agonist	Peg3 promoter	CaV13 ICDI inh	iPSC survival up	NR2E3 ag-1	HIF-2a block	NR2E3 ag-2	MITF TRPM1 inh	PDI turbidity	Cardio protect
COc1ccc(C2CC(=O)Oc3c(C(CCN4CCCCC4)c4ccc(N(C)C)cc4)c(OC)cc(OC)c32)cc1 (stereo not given)	-7.9	-7.5	-23.1	14.9	-3.2	4.4	2.1	-10.8	-4.9	-5.3	-7.9
CC(C)C(N)c1csc(Nc2ccc(C(F)(F)F)cn2)n1 (stereo not given)	-50.1	0.0	-87.2	-6.7	-0.9	/	-99.1	-13.6	/	0.3	0.7
COc1cc(NC(=O)CN2CCN(S(=O)(=O)c3ccc(C(C)C)cc3)CC2)cc(OC)c1	19.9	-4.8	22.4	/	-2.8	0.8	12.2	3.8	-2.9	17.2	-7.8
COc1cccc(CC2(CO)CCN(Cc3cn(C)nc3C)CC2)c1	3.9	2.1	-7.6	1.2	-1.7	-2.1	14.3	4.1	-0.7	2.4	-9.1
Cc1ccc(NC(=S)NC(=O)C2CCC2)cc1C	-91.2	1.4	-312.9	-5.3	-0.3	1.4	-238.7	-21.3	-108.7	2.0	-9.4
O=C(O)c1ccc(Oc2ccc(C(F)(F)F)cn2)cc1	3.3	-2.3	-8.1	-2.4	4.1	4.2	-18.7	-16.2	-21.1	-2.1	9.7
O=C(NCC(=O)N1CCN(c2ccccc2)CC1)c1ccc(Cl)cc1	-18.3	-2.0	11.0	-19.6	-0.3	0.0	4.2	12.3	-15.6	13.1	0.9
CN(C)c1cccc(CNC(=O)c2ccc3nc([C@H]4C[C@H](O)[C@@H](CO)O4)[nH]c3c2)c1	-23.3	3.2	0.3	-9.6	1.1	/	4.3	23.8	/	-1.3	-4.9
C=CCSc1nc(N)c2c3c(sc2n1)CN(C)CC3	-8.0	-2.7	-47.5	-19.6	1.5	0.8	-51.1	-14.1	-2.5	4.3	-7.7
COc1ccc(C)cc1S(=O)(=O)N(CC(=O)O)c1ccc(F)cc1	-14.2	-1.2	-3.4	-4.8	-2.4	-3.3	25.4	10.5	1.0	0.3	-9.0
COC(=O)c1nn(-c2ccccc2)c(Cl)c1/C=N/O	-1.3	-0.3	3.6	-17.9	5.4	2.5	11.8	-1.8	8.8	-2.6	0.0
COC(=O)c1ccc(S(=O)(=O)N(C2CCCCC2)C2CCCCC2)n1C	12.2	1.4	21.0	-4.7	-0.6	1.9	16.4	10.3	-29.0	19.9	-0.6
CCc1nccn1S(=O)(=O)c1ccc(OC)c(C)c1C	0.4	3.5	5.3	/	2.1	2.1	17.1	-21.3	3.2	-10.7	-1.0
CCOC(=O)C1CCC(C(=O)OCC)N1c1ccc(C=O)cc1 (stereo not given)	21.1	-1.3	2.3	-6.6	0.8	/	11.3	11.4	/	4.9	5.2
CCCCSc1cc(=O)[nH]c(N)n1	7.2	-2.5	-4.8	-2.8	-0.6	-0.9	2.9	18.2	-6.6	-2.4	7.8
O=C(CNC(=S)N(Cc1ccccc1F)C1CCCCC1)NC1CC1	2.2	-0.6	17.9	-8.4	-2.3	-3.5	6.6	-13.9	-1.8	5.4	0.3
CCOC(=O)c1ccc(NC(=O)CSc2ccc(-c3ccccn3)nn2)cc1	4.0	4.4	6.3	-6.8	-0.5	-2.7	-28.4	0.0	36.0	-5.4	48.4
COC(=O)c1ccc2nc(Nc3nc4c(F)cc(F)cc4s3)sc2c1	55.0	-2.6	75.3*	-2.4	0.3	1.4	90.2*	58.3	94.8*	7.1	-16.0
CCOc1ccc(NC(=O)CN(C)C(=O)c2cccc(S(=O)(=O)N3CCCC3)c2)cc1OCC	-1.7	-0.7	-3.6	-5.9	0.0	/	11.7	12.4	9.0	3.1	-0.1
CCC(CC)C(=O)Nc1cccc(C(=O)NCCc2ccccc2)c1	-76.9	-3.5	-93.7	3.3	-2.2	2.1	-101.3	-14.7	-13.1	4.6	-12.5
CCOC(=O)CCC(=O)Nc1ncnc2c1C(c1ccccc1)c1c(ccc3ccccc13)O2 (stereo not given)	26.5	-1.3	28.0	-1.6	-1.9	/	18.3	14.5	-2.2	-2.1	17.3
Cc1ccnc(NS(=O)(=O)c2ccc(NC(=O)c3cncc(Br)c3)cc2)n1	9.5	1.4	15.1	-6.7	0.6	3.7	14.1	-21.1	-8.7	3.6	7.8
O=C(Nc1ccc(Br)cc1)C1CCCC1	12.8	-1.8	-38.8	-12.7	0.9	1.2	-49.8	3.6	3.4	0.9	-5.5
O=C(Nc1ccc(Cl)c(Cl)c1)N1CCCCCC1	-99.6	-2.3	-301.4	-2.7	-0.5	1.5	-289.9	-113.7	-62.9	0.7	-3.5
CN1CCc2c(sc3nc(SCC(N)=O)n(-c4ccccc4)c(=O)c23)C1	6.8	-2.0	-13.1	/	0.0	1.5	-2.4	-5.3	0.3	-6.8	10.9
Cc1cccc(NC(=O)CSc2ccc(-c3cccs3)nn2)c1C	4.1	2.0	-71.2	-4.8	1.4	-6.3	-102.7	-40.2	0.9	5.4	-2.0
COc1cc(/C=C2/SC(=S)N(Cc3ccccc3)C2=O)cc(OC)c1O	7.6	4.5	-42.2	-5.0	0.1	2.0	-4.3	0.8	9.2	-1.9	-4.4
COc1cc(CCC(=O)OCC(=O)N(CCC#N)c2ccccc2)cc(OC)c1OC	19.6	5.9	9.7	-2.5	-0.6	-1.8	9.3	-8.1	9.7	-8.1	-2.5
COc1ccccc1NC(=O)Cc1noc(CSc2cc(C)c3ccccc3n2)n1	-14.0	-6.4	24.4	-3.2	4.2	0.5	11.4	-37.9	0.4	-6.0	-2.0
Cc1nc2cc(C(=O)OCC(=O)NC3CCS(=O)(=O)C3)ccc2n1-c1ccccc1 (stereo not given)	7.7	0.4	-16.7	-5.7	-1.2	-2.3	-9.0	-7.9	-16.7	3.0	0.5
Cc1ccnc(N=O)c1	-35.0	2.0	-88.6	-8.4	-1.8	/	-104.9	-35.0	-41.3	10.8	6.3
CC1(C)C(=Cc2ccccc2)C(=O)c2ccccc21	-5.0	0.7	-27.5	-5.5	0.7	/	-31.8	-33.9	/	6.3	-3.3
Fc1cccc(NC(=S)NC2CCCCCCC2)c1	-18.9	-0.8	-60.8	-2.8	0.2	/	-128.9	-29.7	-26.0	-4.0	-19.5
O=C(Cn1ccc(NC(=O)OCc2ccccc2)nc1=O)NCCCN1CCCC1=O	2.0	3.0	0.1	-5.6	-2.0	4.4	9.9	34.2	4.9	8.7	-3.3
O=C(O)C1CSC(c2ccco2)N1 (stereo not given)	-27.1	1.8	9.8	-4.5	2.3	0.2	8.9	-22.6	1.9	-0.2	0.6
Cc1cccc(NC(=O)CCN2CCN(C)CC2)c1	-4.2	-8.4	3.6	-21.2	-0.7	-0.4	6.0	1.0	-7.8	5.8	6.1
CC1(C)CC(=O)C2=C(C1)N(c1ncn[nH]1)C(N)=C(C#N)C2c1ccccc1 (stereo not given)	-0.6	-3.8	-3.5	-3.2	-2.2	-1.3	2.3	-9.8	-1.2	-0.9	-3.5
CSc1ncccc1C(=O)NCC12CC3CC(CC(C3)C1)C2	7.6	-1.4	7.5	-4.9	-2.0	2.9	17.5	-1.7	1.7	12.5	-4.1
O=C1CN(C(=O)c2cc(Br)c(Br)s2)c2ccccc2N1	-4.4	-3.1	-0.2	/	1.2	3.8	1.9	-37.6	15.6	-4.4	7.0
COCCCn1c(C(=O)Nc2ccc3c(c2)OCO3)cc2c(=O)n3cccc(C)c3nc21	-12.0	3.0	59.5*	-3.3	-1.1	/	-14.0	-8.7	/	-5.5	-24.0

Shown bar-delimited: 8 of the compounds above
Compound | Shn3 inh set2 | m5-HT2A agonist | Peg3 promoter | CaV13 ICDI inh | iPSC survival up | NR2E3 ag-1 | HIF-2a block | NR2E3 ag-2 | MITF TRPM1 inh | PDI turbidity | Cardio protect
O=C(O)c1ccc(Oc2ccc(C(F)(F)F)cn2)cc1 | 3.3 | -2.3 | -8.1 | -2.4 | 4.1 | 4.2 | -18.7 | -16.2 | -21.1 | -2.1 | 9.7
O=C(NCC(=O)N1CCN(c2ccccc2)CC1)c1ccc(Cl)cc1 | -18.3 | -2.0 | 11.0 | -19.6 | -0.3 | 0.0 | 4.2 | 12.3 | -15.6 | 13.1 | 0.9
CN(C)c1cccc(CNC(=O)c2ccc3nc([C@H]4C[C@H](O)[C@@H](CO)O4)[nH]c3c2)c1 | -23.3 | 3.2 | 0.3 | -9.6 | 1.1 | / | 4.3 | 23.8 | / | -1.3 | -4.9
C=CCSc1nc(N)c2c3c(sc2n1)CN(C)CC3 | -8.0 | -2.7 | -47.5 | -19.6 | 1.5 | 0.8 | -51.1 | -14.1 | -2.5 | 4.3 | -7.7
COc1ccc(C)cc1S(=O)(=O)N(CC(=O)O)c1ccc(F)cc1 | -14.2 | -1.2 | -3.4 | -4.8 | -2.4 | -3.3 | 25.4 | 10.5 | 1.0 | 0.3 | -9.0
COC(=O)c1nn(-c2ccccc2)c(Cl)c1/C=N/O | -1.3 | -0.3 | 3.6 | -17.9 | 5.4 | 2.5 | 11.8 | -1.8 | 8.8 | -2.6 | 0.0
COC(=O)c1ccc(S(=O)(=O)N(C2CCCCC2)C2CCCCC2)n1C | 12.2 | 1.4 | 21.0 | -4.7 | -0.6 | 1.9 | 16.4 | 10.3 | -29.0 | 19.9 | -0.6
CCc1nccn1S(=O)(=O)c1ccc(OC)c(C)c1C | 0.4 | 3.5 | 5.3 | / | 2.1 | 2.1 | 17.1 | -21.3 | 3.2 | -10.7 | -1.0

Next results follow:
SMILES	Shn3 inh set2	m5-HT2A agonist	Peg3 promoter	CaV13 ICDI inh	iPSC survival up	NR2E3 ag-1	HIF-2a block	NR2E3 ag-2	MITF TRPM1 inh	PDI turbidity	Cardio protect
COc1cc(NC(=O)c2cccc3c2C(=O)N(C2CCCCC2)C3)cc(OC)c1OC	25.3	-1.3	43.6	-15.4	0.2	-0.4	-48.1	15.0	10.9	-4.2	34.8
COc1ccc(N(CC(=O)NCCSc2ccccc2)S(=O)(=O)c2ccccc2)cc1	6.7	5.2	24.5	/	-0.5	2.8	12.8	-3.5	15.0	6.2	11.2
CC(C)CCNC(=O)Cc1ccc(Nc2nc(=S)[nH]c3ccccc23)cc1	-16.7	-2.5	-23.1	-5.4	-0.4	1.0	-10.7	-5.7	-0.7	5.2	7.4
COc1ccccc1NC(=O)CCC(=O)OC(C)C(=O)c1ccccc1 (stereo not given)	3.2	4.0	-1.1	-4.4	-0.5	-0.3	6.4	-34.2	-4.3	-0.3	2.2
